a7 integrin act = activates integrin-mediated alleviation for muscular dystrophy. Potency, µM (highest dose often 38.3 µM), for the others: at the top dose activation, hits mostly activators. hit rate 0.064% among 350,000. alpha7betagal myoblasts, beta-gal FDG fluorescence, 48 h. AID 624291;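 further: potency means the concentration at half of the fitted maximal effect; 100% = response of the positive control SU9516; nearly all actives have a fitted effect of over 60% in size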
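Alpha7betagal+/- myoblasts (passage 13) were plated 16-24 hr, then exposed to compounds (1:260 dilution of DMSO stock) for 48 hours at 37C. After MPER lysis, β-galactosidase reporter activity was read as FDG fluorescence (ex 480/em 540) after 30 minutes.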
MBNL1 CUG block = inhibitors of human MBNL1 binding to CUG repeat RNA; Potency, µM (series often up to 57.5 µM), inactives show top-dose activity change, negative = inhibition, hits mostly inhibitors; TR-FRET MBNL1-His/biotin-(CUG)12 binding, 665/545 ratio; Q9NR56; hit rate 0.036% among 280,000; active means well fitted inhibition curve with a large enough effect in the signal ratio, with a control signal flat, not every such curve was filed as active; inconclusive means small, poorly fitted or top-dose-only effect, or effect the other way, or a change in a side signal; inactive means no such curve, though single readings can be large or run the other way; the % refers to the signal ratio; further: potency means the concentration at half of the fitted maximal effect; on the % scale 0 is the no-effect control and ±100 the full control effect
Target sequence (Q9NR56 whole entry, looked up): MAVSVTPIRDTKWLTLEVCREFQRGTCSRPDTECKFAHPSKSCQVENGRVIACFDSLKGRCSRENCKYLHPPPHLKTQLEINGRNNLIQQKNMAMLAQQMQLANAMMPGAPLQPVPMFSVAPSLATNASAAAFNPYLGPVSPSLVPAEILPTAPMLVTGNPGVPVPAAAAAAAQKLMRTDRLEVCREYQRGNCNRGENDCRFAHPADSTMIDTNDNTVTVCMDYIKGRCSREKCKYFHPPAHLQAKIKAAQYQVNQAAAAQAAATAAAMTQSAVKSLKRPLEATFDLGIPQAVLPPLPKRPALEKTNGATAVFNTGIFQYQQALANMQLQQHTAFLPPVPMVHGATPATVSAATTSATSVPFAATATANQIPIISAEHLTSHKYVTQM
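TR-FRET readout: Ex 340 nm, 665/545 nm emission ratio, normalized to buffer-only (basal) and MBNL1-(CUG)12 controls. Complex of MBNL1-His with Biotin-(CUG)12, compounds 92 nM–58 uM, incubated 60 min at room temperature.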
S-ASM inh = human S-ASM enzyme inhibition. hit rate 0.006% among 340,000. placental ASM, HMU-PC fluorogenic substrate, 60 min. AID 504937. Potency, µM (doses to about 57.5 µM), inactives show at the top dose activity change, negative = inhibition, most hits filed as inhibitors. P17405; further: potency means the concentration at half of the fitted maximal effect
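Steps: dispense placental human ASM, pin compound, wait 10 min at room temperature, add HMU-PC0 substrate at 9 uM final, incubate 60 min at 37 °C, add stop solution raising pH to 10, read fluorescence.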
MLL CXXC-DNA inh = MLL CXXC-DNA interaction inhibition. AID 2662. MLL-CXXC / FITC-HOXA9 DNA fluorescence polarization. Potency, µM (series often up to 115 µM), for inactives: at the top dose activity change, negative = inhibition, usual class: inhibitors. Q03164. hit rate 0.037% among 290,000; active means well fitted inhibition curve with a large enough effect in the polarisation, with a control signal flat, not every such curve was filed as active; inconclusive means small, poorly fitted or top-dose-only effect, or effect the other way, or a change in a side signal; inactive means no such curve, though single readings can be large or run the other way; the % refers to the polarisation; further: potency means the concentration at half of the fitted maximal effect
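Fluorescence polarization: 7 uM MLL-CXXC (stock) preincubated 5 min with compounds, then 50 nM fluorescein-HOX-A9 DNA (stock) added; 30 min ambient. Buffer 50 mM Tris-HCl pH 7.5, 50 mM NaCl, 1 mM DTT, 0.05% BSA.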
Menin MLL FP TR = displaces Texas Red mutant MLL peptide from human menin. O00255. hit rate 0.23% among 270,000. Menin + Texas Red MLL mutant peptide, fluorescence polarization. Potency, µM (top dose mostly 61.6 µM), for the others: at the highest dose FP activity change, negative = inhibition, most hits filed as inhibitors; active means well fitted inhibition curve with a large enough effect in the polarisation, with a control signal flat, not every such curve was filed as active; inconclusive means small, poorly fitted or top-dose-only effect, or effect the other way, or a change in a side signal; inactive means no such curve, though single readings can be large or run the other way; the % refers to the polarisation; further: potency means the concentration at half of the fitted maximal effect; % of control where 0% means no effect; many of its hits are not listed in these tables
Target sequence (O00255 whole entry, looked up): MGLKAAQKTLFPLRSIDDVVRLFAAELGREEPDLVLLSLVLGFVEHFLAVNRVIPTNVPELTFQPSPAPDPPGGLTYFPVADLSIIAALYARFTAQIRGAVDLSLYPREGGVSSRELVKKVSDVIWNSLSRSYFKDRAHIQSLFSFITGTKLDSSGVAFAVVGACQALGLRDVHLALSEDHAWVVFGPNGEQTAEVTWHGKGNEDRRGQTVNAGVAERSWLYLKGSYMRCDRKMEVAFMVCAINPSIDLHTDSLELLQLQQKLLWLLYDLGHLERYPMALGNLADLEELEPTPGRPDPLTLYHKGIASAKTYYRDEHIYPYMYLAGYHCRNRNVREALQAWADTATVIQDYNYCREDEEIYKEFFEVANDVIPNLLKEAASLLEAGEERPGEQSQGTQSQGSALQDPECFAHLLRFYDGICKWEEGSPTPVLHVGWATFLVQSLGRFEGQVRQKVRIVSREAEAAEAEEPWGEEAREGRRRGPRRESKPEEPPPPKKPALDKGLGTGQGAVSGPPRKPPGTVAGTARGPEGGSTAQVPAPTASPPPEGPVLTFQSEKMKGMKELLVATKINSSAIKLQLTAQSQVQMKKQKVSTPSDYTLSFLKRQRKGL
AT treatment = potential ataxia-telangiectasia treatments restoring KAP-1 phosphorylation; […] A-T fibroblasts, KAP-1 phosphorylation AlphaLISA; neocarzinostatin DNA damage 30 min before lysis; Potency, µM (top dose mostly 57.5 µM), for inactives: at the highest dose activation, most hits filed as activators; AID 485349; hit rate 0.19% among 320,000; further: potency means the concentration at half of the fitted maximal effect; % of control where 0% means no effect; nearly all actives have a fitted effect of over 45% in size
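hTERT-immortalized A-T patient fibroblasts ([…]), 500 cells/well in OPTI-MEM, 1% FBS, got compounds for 60 min, then NCS for 30 min at 37C. Lysates were then assayed for phospho-KAP-1 by AlphaLISA (anti-pKAP1 donor, anti-KAP1 acceptor beads), 6 hr at 25C.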
Mito fusion yeast = mitochondrial division inhibition or fusion activation. S. cerevisiae fusion-defective mutant growth rescue, CellTiterGlo 48 h. Potency, µM (titrated, usually from 46.1 µM), inactives show at the top dose growth rescue (activation), most hits filed as activators. hit rate 0.23% among 320,000. AID 485298;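 further: potency means the concentration at half of the fitted maximal effect; % of control where 0% means no effect; nearly all actives have a fitted effect of over 45% in size; temperature-sensitive fusion mutants such as fzo1-1 at 37 °C on non-fermentable ethanol glycerol medium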
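Growth-rescue viability read-out: after 48 h at the non-permissive 37C in glycerol/ethanol YPEG, yeast mitochondrial fusion mutants are measured by CellTiterGlo luminescence; compounds (23 nl pinned per well) restoring growth score as division inhibitors or fusion activators.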
TCR activator = T cell receptor activation. primary human leukocytes, anti-CD3, IL-2 HTRF, 48 h. Potency, µM (doses to about 9.22 µM), for the others: top-dose activation of IL-2 secretion, hits mostly activators. 330,000 tested, under 10 active; further: % of control where 0% means no effect
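Primary human leukocytes incubated 48 hr with anti-CD3 beads plus compound, without co-stimulation. Secreted IL-2 measured by HTRF (europium cryptate/d2 anti-IL-2 pair, 320 nm excitation, 665 nm emission).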
TSG101-PTAP inh = blocks PTAP/TSG101 interaction to inhibit HIV-1 budding; Fluorescence polarization, FITC-PTAP peptide / Tsg101 binding; Potency, µM (doses to about 115 µM), inactives show at the highest dose activity change, negative = inhibition, usual class: inhibitors; 340,000 tested, under 10 active; active means well fitted inhibition curve with a large enough effect in the main read-out, with a control signal flat, not every such curve was filed as active; inconclusive means small, poorly fitted or top-dose-only effect, or effect the other way, or a change in a side signal; inactive means no such curve, though single readings can be large or run the other way; further: potency means the concentration at half of the fitted maximal effect; % of control where 0% means no effect
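Fluorescence polarization binding of Tsg101 binding domain (10 uM final) to FITC-labeled PTAP peptide (50 nM final) in HEPES pH 7.5 buffer with NaCl, Tween 20, EDTA, TCEP. Compounds added before peptide; binding 20 min at RT.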
TSHR antagonist = blocks TSH signaling through the human TSH receptor | P16473 | hit rate 0.2% among 330,000 | activity change, negative = inhibition, % at 11.5 µM | TSHR-expressing cells, TSH-stimulated cAMP HTRF, 2 h; hits give low values;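 active means activity change below a set negative limit, meaning inhibition stronger than a set level, cut at about -70% in these data; inconclusive means activity change between two set negative limits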; further: on the % scale 0 is the no-effect control and ±100 the full control effect
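Freshly harvested TSHR cells receive pin-tooled compound, then EC80 TSH at 4nM final. After 2 hours at 37 deg C, antibody in lysis buffer and cAMP-d2 are added; 30 minutes at ambient temperature precede the HTRF read.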
* marks the source's active call; other numbers are inactive results; ? = inconclusive; . = not tested or not shown; & = joins results of further samples; [ ] = dose if it differs, or a comment. Unless noted, the call rests on the fitted dose curve; in most records, active means well fitted curve in the direction sought with a large enough effect; inconclusive means small, poorly fitted or top-dose-only effect, or another doubt; inactive means no such curve, though single readings can be large; an effect the other way counts as inactive or inconclusive. This is a subset; the hit share may differ from the screen's.

compound | a7 integrin act | MBNL1 CUG block | S-ASM inh | MLL CXXC-DNA inh | Menin MLL FP TR | AT treatment | Mito fusion yeast | TCR activator | TSG101-PTAP inh | TSHR antagonist
Cc1cccc(Cn2c(C(C)O)nc3ccccc32)c1 (stereo not drawn) | 10% | -5% | -4% | 0% | 11% | 0% | -4% | -2% | -1% | 15
COc1cc(NC(=O)[C@@H]2CCCN2S(=O)(=O)c2cccc3cccnc23)cc(OC)c1OC | -13% | . | 0% | . | . | 3% | 2% | 2% | -1% | 12
CC(C)(C)OC(=O)CNC(=O)c1[nH]cnc1C(=O)N[C@@H](Cc1ccccc1)C(=O)OCc1ccccc1 | -34% | -2% | -8% | -9% | 18% | -7% | 3% | 4% | -6% | -10
CC1CCC(NC(=O)CN2CCCN(Cc3ccc(F)cc3Cl)C2=O)CC1 (stereo not drawn) | 14% | 4% | -1% | -3% | 1% | 1% | -1% | -1% | -4% | -3
CCOC(=O)C1(Cc2ccccc2)CCCN(Cc2ccc(OCC)c(CO)c2)C1 (stereo not drawn) | 34% | -12% | -1% | -10% | -22% | 3%[11.5 µM] | -3% | -5% | -2% | -28
C#C[C@]1(O)CC[C@H]2[C@@H]3CCc4cc(OC)ccc4[C@H]3CC[C@@]21C | . | -4% | -8% | -4%&-2% | 0%&15% | 30% | ? | 18% | -1% | -23
CCN(CCn1cccn1)Cc1ccccc1OCC(O)CN1CCc2ccccc2C1 (stereo not drawn) | -44%[inhibitor] | -21% | 3% | -4% | . | 21% | -4% | -11% | 3% | 20
CCC(Oc1ccccc1)C(=O)N1CCN(C(=O)C(CC)Oc2ccccc2)CC1 (stereo not drawn) | 7% | -10% | 2% | -2% | -16% | . | 3% | 4% | -8% | -6
COc1ccc(C(=O)Nc2ccccc2C(=O)O)cc1NC(=O)C(c1ccccc1)c1ccccc1 | ? | -2% | 2% | -5% | . | -11% | 1% | 5% | -9% | -28
O=C(CN1CCN(S(=O)(=O)c2ccc(F)cc2)CC1)Nc1ccccc1C(=O)NC1CC1 | -16% | . | -1% | . | . | 13% | -8% | -1% | -1% | -4
CCS(=O)(=O)c1ccc(C(=O)NC2CC2)c(Cl)c1Cl | ? | 3% | 5% | 2% | 14% | -2% | 1% | -2% | -3% | 1
Cc1onc(-c2ccccc2Cl)c1C(=O)Nc1nnc(-c2ccc(Cl)cc2Cl)s1 | -26% | 13% | 69%[activator] | 61%[activator] | -21% | 28% | 23% | -2% | -1% | -8
Cn1c(COc2ccccc2)nnc1SCCSc1nnc(COc2ccccc2)n1C | 2% | 3% | 3% | -3% | -3% | 3% | -2% | 0% | -17% | -3
CCN(CC)c1ccc(NS(=O)(=O)c2ccc(-c3ccc(=O)[nH]n3)o2)c(C)c1 | 37% | 18% | 8% | -7% | -11% | -2% | 11% | 9% | 1% | -2
COc1ccc(C(OC(=O)c2ccco2)C(=O)NC2CCCC2)cc1OC (stereo not drawn) | 42% | 1% | 3% | 4% | -13% | 11% | -5% | -5% | -4% | -12
CCOc1ccc(N(CC(=O)Nc2cccc(C)c2C)S(=O)(=O)c2c(C)[nH]c(=O)[nH]c2=O)cc1 | -19% | -8% | 1% | -5% | . | 7% | 1% | 1% | -9% | 13
COc1cccc(/C=N/NC(=O)NC23CC4CC(CC(C4)C2)C3)c1O | 27% | . | 240%[activator] | . | . | . | . | 2% | 0% | .
CCOC(=O)C1CCN(C(=O)CCNC(=O)c2cc(OC)c(OC)c(OC)c2)CC1 | 18% | 1% | 6% | 2% | -18% | 11% | -1% | -2% | -1% | 4
Cc1ccccc1NC(=O)/C(=C\c1cccs1)NC(=O)c1ccccc1 | ? | 12% | 7% | 5% | 8% | -8% | 1% | -2% | -2% | 1
CCN(CC)S(=O)(=O)c1ccc(OCC(=O)NC(=O)c2ccccc2OC)c([N+](=O)[O-])c1 | 9% | 19% | -2% | 11% | 2% | 1% | -1% | 0% | -2% | -4
COc1ccc(C(=O)NCCCN2CCOCC2)cc1 | -3% | 1% | 2% | 0% | 1% | 1% | 0% | 1% | 1% | 17
CC1CCCC(C)N1C(=O)COc1cccc(Oc2ccccc2)c1 (stereo not drawn) | -8% | . | -2% | . | . | 34% | . | -3% | 0% | -14
COc1ccc(-c2nc(C)sc2CC(=O)O)cc1 | 2% | -1% | 4% | 8% | 10% | 5% | ? | -4%[46.1 µM] | -6% | 12
CN(C(=O)CN1CCN(c2ccccc2F)CC1)C1CCCc2ccccc21 (stereo not drawn) | 14% | -1% | -1% | -1% | ? | -1% | ? | 8% | -6% | 8
Cc1ccc(C(=O)NCCCNC(=O)COc2ccc(Cl)cc2)cn1 | ? | 1% | -2% | 12% | 16% | 12% | 1% | -6% | 1% | -12
COc1ccc(NC(=O)NNC(=O)COc2cc(C)c(Cl)c(C)c2)c(OC)c1 | 3% | -1% | 1% | ? | 19% | -5% | -3% | 0% | -3% | 5
Cc1cc(NC(=O)COC(=O)c2ccc(NS(=O)(=O)c3ccc(C)c(C)c3)cc2)no1 | -12% | -2% | -19% | -8% | -2% | 0% | 0% | 0% | -9% | -9
CN1CCN(C2=CC3=CC(=C(C#N)C#N)CCC3CC2)CC1 (stereo not drawn) | -152%[inhibitor] | ? | 17% | ? | -2% | 0% | 20% | 8% | ? | -93*
Cc1ccc(NC(=O)c2cc(S(=O)(=O)N3CCOCC3)ccc2F)c(C)c1 | -15%[7.66 µM] | -7% | -4% | -4% | 7% | 8% | 5% | 3% | -7% | 5
NS(=O)(=O)c1ccc(N=Nc2c(O)[nH]c3ccc(Br)cc23)cc1 | -40% | 5% | -9% | -2% | 1% | -3% | -2% | 9% | -8% | 20
C=C(C)CSc1nnc(-c2cccc(Cl)c2)n1N | -12% | -15% | 1% | 2% | 12% | 5% | -3% | 1% | -4% | 4
N#Cc1ccc(NCC(=O)Nc2ccc(S(=O)(=O)N3CCCCC3)cc2)cc1 | 20% | . | -10% | . | . | 5% | 1% | -37% | -5% | -15
CCOC(=O)c1ccccc1NC(=O)c1cccc2c1C(=O)N(C1CCN(C(=O)OCC)CC1)C2 | 5% | 16% | 6% | -8% | -16% | 6% | 5% | -6% | 1% | -1
O=C(O)CCCNC(=O)C(c1ccccc1)c1ccccc1 | -7%&0% | -8% | -1%&3% | 2%&1% | 9%&7% | -1%&4% | -1%&-5% | 0%&-3%[46.1 µM] | 3%&-2% | 4&6
COc1cc(OC)nc(NC(=S)NC(=O)c2ccccc2)n1 | 15% | ? | -5% | ? | -6% | 2% | -1% | -4%[46.1 µM] | 2% | 4
COCC(=O)N(Cc1cc2ccc(C)cc2[nH]c1=O)c1ccccc1C | 15% | ? | 1% | 4% | -1% | 4% | 13% | 8% | -3% | 26
O=C(NCCCN1CCOCC1)c1ccc2c(c1)N(Cc1cccc(Cl)c1)C(=O)c1ccccc1S2=O (stereo not drawn) | -22% | 0% | -2% | -4% | -4% | 1% | 4% | 1% | 0% | -8
COc1ccc(S(=O)(=O)N(CC(=O)NCc2ccco2)c2ccccc2)cc1OC | 7% | 9% | 3% | -3% | -20% | -1% | 6% | 2% | -1% | -3
CC(NC(=O)c1cccs1)C(S)c1ccccc1 (stereo not drawn) | 3% | -3% | -2% | 6% | -14% | 2% | -3% | 1% | 1% | -40
O=C(Cn1nnc(-c2ccccc2)n1)N/N=C/c1cccc([N+](=O)[O-])c1 | 26% | -2% | -5% | 7% | -2% | -5% | 3% | -4% | 2% | -2
O=C(CCNC(=O)c1ccc(Br)cc1)NNC(=O)COc1ccccc1F | 20% | . | -3% | . | . | 12% | . | -3% | -3% | -1
O=C(NCc1ccco1)C1Cc2ccccc2CN1S(=O)(=O)c1ccccc1F (stereo not drawn) | -33%[inhibitor] | . | -1% | . | . | . | . | 2% | 1% | .
COc1cc(Cn2c(-c3ccc(O)c(OC)c3)nc3ccccc32)ccc1O | 9% | -3% | 11% | 1% | . | -7% | -3% | -2% | 0% | 11

Source: PubChem (National Center for Advancing Translational Sciences (NCATS))
